# High-throughput results: PubChem BioAssay, NCI
# All columns: NCI-60 one-dose screen, growth in % after 48 h at 10 µM unless noted; 100 = growth as untreated, 0 = no growth, -100 = all killed.
# MDA-MB-468: MDA-MB-468 breast cancer; actives 8.5% (n = 78,000)
# MOLT-4: MOLT-4 leukemia cells; actives 6.9% (n = 80,000)
# SR: SR leukemia cells; actives 8.7% (n = 73,000)
# MDA-MB-231: MDA-MB-231 breast cancer | actives 5% (n = 81,000) | AID 1794789
# MDA-MB-435: MDA-MB-435 melanoma; actives 7.8% (n = 82,000); AID 1794794
# K-562: K-562 leukemia | actives 7.4% (n = 78,000)
# MCF7: MCF7 breast cancer; AID 1794796; actives 6.3% (n = 82,000)
# BT-549: BT-549 breast cancer; actives 4.4% (n = 78,000)
# Starred values were filed as active, the others as inactive; . = no result given; & = joins results of further samples; [ ] = remark or other dose. The calls were made as follows: active = growth percent below 10; inactive = the rest.
No.	canonical_smiles	MDA-MB-468	MOLT-4	SR	MDA-MB-231
1	COc1cc2oc(C(=O)N[C@@H](Cc3ccccc3)C(O)C(N)=O)c(C)c(=O)c2cc1OC (some centres undefined)	95.1	107.4	122.4	108.5
2	O=C(/C=C/c1ccc(-c2ccccc2)cc1)c1nc2ccccc2n1Cc1ccccc1	90.8	52.3	76.5	.
3	COc1cc(-c2nc(SCCC(C)C)nc(Nc3ccc(C)cc3)c2C#N)cc(OC)c1OC	109.7	101.6	108.5	100.5
4	O=C(Nc1ccccc1Cl)Oc1c(Cl)c(Cl)c(Cl)c(Cl)c1Cl	98.6&111.0	102.5&98.3	95.5&90.7	80.4&92.1
5	Cc1[nH]c2ccccc2c(=O)c1-c1ccccc1	113.0	88.8	89.4	108.1
6	CC(=O)O[C@H]1C[C@@]2(C)[C@@H](C[C@@H](O)[C@H]3[C@@]4(C)CCC(=O)[C@@H](C)[C@@H]4CC[C@@]32C)/C1=C(\CCC(Br)C(C)(C)[n+]1ccccc1)C(=O)O (some centres undefined)	103.6	92.1	100.8	107.7
7	CSc1nc2nc[nH]c2c(=O)[nH]1	105.4	100.7	90.6	.
8	Oc1[nH]c2ccc(Cl)cc2c1/C=c1/ccc2c(c1)N=C(c1ccc(C(F)(F)F)cc1)N=2	52.5	21.3	25.9	83.4

No.	MDA-MB-435	K-562	MCF7	BT-549
1	105.2	101.3	95.7	110.4
2	94.2	88.6	65.0	94.4
3	106.9	102.0	104.3	106.0
4	106.4&103.6	102.0&100.6	80.7&81.9	90.2
5	112.6	97.6	94.6	109.5
6	102.6	90.4	101.5	112.9
7	104.2	100.8	92.0	104.3
8	42.7	26.9	27.6	88.4

# More structures follow:
No.	canonical_smiles	MDA-MB-468	MOLT-4	SR	MDA-MB-231
9	O=C(Cc1ccccc1Nc1c(Cl)cccc1Cl)NN1C(=O)/C(=C/N2N=C(c3ccc(Cl)cc3)CC2c2ccc(Cl)cc2)SC1=S (centres undefined)	.	94.2	82.7	80.7
10	O=C1NC(=O)C(c2ccc(Cl)cc2)(c2ccc(Cl)cc2)N1	107.7	.	.	119.1
11	C#CCNCCN1C(=O)c2ccc3c4c(ccc(c24)C1=O)C(=O)N(CCNCC#C)C3=O	17.1	20.0	13.9	58.0
12	Cc1c(O)c(=O)ccn1Cc1ccccc1	90.0	86.4	107.5	92.5
13	O=C(Nc1ccc(C2=NCCN2)cc1)c1cccc(NC(=S)Nc2ccc(C3=NCCN3)cc2)c1	60.2	73.8	94.0	85.4
14	Cn1cc(-c2nnc(N)nc2-c2c[nH]c3ccc(Br)cc23)c2ccccc21	89.5	86.5	69.3	86.1
15	C=CCC(O)CC=C	100.7	86.8	89.8	110.2
16	CCOC(=O)c1cc(C(=O)c2cc(OC)c(OC)c(OC)c2)n2c1ccc1ccccc12	1.5*	33.4	10.8	49.8

No.	MDA-MB-435	K-562	MCF7	BT-549
9	106.4	90.1	100.6	101.5
10	116.9	.	89.9	90.9
11	-35.8*	25.0	14.9	.
12	103.0	97.2	98.6	92.1
13	99.9	90.6	89.4	92.4
14	88.8	81.5	72.5	98.9
15	93.0	91.8	104.1	111.5
16	-54.6*	12.3	12.1	66.9

# The list continues:
No.	canonical_smiles	MDA-MB-468	MOLT-4	SR	MDA-MB-231
17	NC(=O)SCC(=O)Nc1ccc(NC(=O)CSC(N)=O)cc1	107.1	116.6	120.0	96.7
18	Cn1nnnc1SCC1=C(C(=O)O)N2C(=O)C(NC(=O)C(OC=O)c3ccccc3)C2SC1 (centres undefined)	106.2	118.1	100.5	97.8
19	c1ccc(-c2nc(N3CCCNCC3)c3nc(-c4ccccc4)oc3n2)cc1	-52.9*	0.5*	0.2*	-3.2*
20	Cn1c(NCCc2ccc(O)c(O)c2)nc2c1c(=O)n(Cc1ccc(Cl)cc1)c(=O)n2C	19.4	.	.	52.3
21	CC(C)(C)[Si](O[C@@H]1C(=O)C=CN[C@@H]1/C=C/c1ccccc1)(c1ccccc1)c1ccccc1	60.7	57.9	70.8	75.5
22	CCOC(=O)c1[nH]c(Cc2[nH]c(C(=O)OCC)c(C)c2C(=O)OCC)c(C(=O)OCC)c1C	90.4	102.2	95.7	89.7
23	O=C(O)/C=C/C(=O)NC1CCCCC1	97.0	102.7	.	114.5
24	Nc1cccc(CCCCOc2ccccc2)c1	.	60.5	83.0	102.1

No.	MDA-MB-435	K-562	MCF7	BT-549
17	127.7	112.2	91.1	97.5
18	100.6	.	92.9	99.1
19	-85.7*	0.8*	-66.7*	95.3
20	76.3	77.1	75.3	71.6
21	90.8	54.7	64.7	97.6
22	111.2	108.0	99.4	91.3
23	100.8	107.1	92.4	107.7
24	99.3	77.8	92.1	90.3

# (cont.)
No.	canonical_smiles	MDA-MB-468	MOLT-4	SR	MDA-MB-231
25	CCOC(=O)C1=CCC(n2cc(C)c(=O)[nH]c2=O)O1 (centres undefined)	.	94.7	94.8	97.3
26	CC(C)=CCC/C(C)=C/CC/C(C)=C/CC/C(C)=C/CSC[C@H](NC(=O)CCCCCN1CCN(C)CC1)C(=O)NC1CCCCC1	79.2	45.2	2.5*	-81.3*
27	COc1cc2nc(Cl)nc(Nc3cccc(C4=Nc5c(N)nc(N)nc5NC(c5cc(OC)c(OC)c(OC)c5)C4)c3)c2cc1OC (centres undefined)	89.6	89.1	91.8	86.8
28	COc1cc2c(cc1OCCCOc1cc3c(cc1OC)C(=O)N1CCC[C@H]1C=N3)C=CC(C)(C)O2	.	65.0	25.8	88.6
29	COc1cc(-c2cncn2-c2ccc(-c3nc4ccc(F)cc4s3)cc2)ccc1F	56.8	63.6	73.0	102.9
30	Cc1cccc(NC(=O)CSc2nc3ccccc3[nH]2)c1	104.5	101.7	.	88.5
31	C#CCN1CCC2(CC1)N(Cc1cn([C@@H]3O[C@H](COC(C)=O)[C@@H](OC(C)=O)[C@H](OC(C)=O)[C@@H]3OC(C)=O)nn1)C(=O)c1ccccc1N2CC#C	110.3	86.6	85.5	106.8
32	Cn1c(COC(=O)NCCc2ccccn2)nc2c(N3CCOCC3)nc(Cl)nc21	-51.1*	0.6*	3.5*	-64.5*

No.	MDA-MB-435	K-562	MCF7	BT-549
25	112.9	99.4	118.6	120.2
26	48.5	-27.2*	17.0	101.9
27	98.4	55.3	88.9	89.8
28	100.9	71.2	39.3	-0.1*
29	87.4	62.8	64.3	85.3
30	102.6	101.7	92.0	103.9
31	105.3	.	103.6	113.9
32	-83.3*	2.8*	-43.5*	2.4*

# Next results follow.
No.	canonical_smiles	MDA-MB-468	MOLT-4	SR	MDA-MB-231
33	c1ccc(Cc2nnc3n2N=C(c2ccccc2)CS3)cc1	105.3	102.3	101.7	96.3
34	CCCCCCCCCCCCCCNCc1ccccc1	-29.3*	56.4	11.8	54.4
35	CS(=O)(=O)c1ccc(-c2cc3c(Nc4ccc(F)c(Cl)c4)ncnn3c2)cn1	61.9	87.5	.	112.4
36	C(=Nc1ccc(-c2ccc(N=Cc3ccccc3)cc2)cc1)c1ccccc1	.	83.0	86.3	88.2
37	CCOc1ccc(CO)cc1	109.1	96.3	105.6	115.0
38	O=c1c2cc(Br)cc(Br)c2nc(-c2ccc(Cl)cc2)n1/N=C/c1cccc(F)c1	62.6	64.8	62.7	46.1
39	CC(C)CC(=O)c1ccco1	91.8	100.8	116.1	97.5
40	COc1cc(C(=O)NNC2CCC(=O)N2)cc(OC)c1OC (centres undefined)	110.2	110.6	108.1	118.4

No.	MDA-MB-435	K-562	MCF7	BT-549
33	105.1	109.3	86.4	110.0
34	72.2	23.8	51.2	96.6
35	92.5	51.0	84.4	97.7
36	106.7	95.4	89.9	97.5
37	101.2	97.5	101.1	.
38	78.8	63.2	52.5	74.4
39	106.9	106.6	93.3	116.6
40	103.3	101.0	94.7	100.7

# Limited to SR, for some of the entries so far:
cpd | structure | SR
33 | c1ccc(Cc2nnc3n2N=C(c2ccccc2)CS3)cc1 | 101.7
36 | C(=Nc1ccc(-c2ccc(N=Cc3ccccc3)cc2)cc1)c1ccccc1 | 86.3

# The list goes on:
No.	canonical_smiles	MDA-MB-468	MOLT-4	SR	MDA-MB-231
41	CSC(=N\N=C(/C)c1ccc(Br)cc1)/N=C/N(C)C	105.2	.	80.9	103.4
42	CC(=O)C1=NN(c2ccccc2)C2NC(=O)/C(=C\c3cn(-c4ccccc4)nc3-c3cc4ccccc4o3)C(=O)N12 (centres undefined)	98.7	93.5	108.0	77.9
43	CCOC(=O)/C(=C\c1ccccc1)C(=O)O	83.7	113.1	116.0	109.3
44	Nc1ncc2[nH]c(N)nc2n1	102.7	121.9	106.6	106.6
45	COC(=O)Cc1cc(O)cc2oc(-c3ccc(O)c(O)c3)cc(=O)c12	97.1	70.3	77.6	85.4
46	CCC(=O)c1cc2cccc(OC3OC(C(=O)O)C(O)C(O)C3O)c2c(O)c1C(C)=O (centres undefined)	95.9	110.6	118.3	117.5
47	O=C(Nc1ccc2ccccc2c1)OC1CCS(=O)(=O)C1 (centres undefined)	103.5	102.3	97.2	90.8
48	COc1ccc(Nc2cnc3cc(NS(=O)(=O)c4ccc(C)cc4)ccc3n2)cc1	46.1	57.5	30.0	67.6

No.	MDA-MB-435	K-562	MCF7	BT-549
41	99.3	103.4	91.9	110.5
42	97.1	.	79.2	107.3
43	101.2	124.3	95.1	101.0
44	108.2	102.4	96.4	108.3
45	94.3	.	88.2	94.2
46	102.7	110.9	95.2	92.9
47	101.2	95.2	102.0	90.3
48	4.6*	24.2	61.6	98.1

# The list goes on:
No.	canonical_smiles	MDA-MB-468	MOLT-4	SR	MDA-MB-231
49	CCOc1cc(-c2nc3ccccc3s2)ccc1O	100.9	.	.	63.7
50	O[C@H]1CO[C@H]2[C@@H]1OC[C@@H]2Oc1ccc(Nc2ncnc3ccsc23)cc1Cl	91.1	96.6	84.3	74.8
51	COc1ccc(CCN(CC(=O)N(CC(N)=O)C2CCC[C@@H]2OCc2ccccc2)C(=O)CN(C(=O)CN(CCc2ccc(Cl)cc2)C(=O)CN(C(=O)CN(C)Cc2ccccc2F)[C@H](C)C2CCCCC2)[C@H](C)C2CCCCC2)cc1OC (some centres undefined)	14.7	-37.0*	-37.1*	29.7
52	COc1ccc2cc(-c3cnc4nonc4n3)ccc2c1	-2.1*	6.9*	10.0*	76.4
53	COc1cc2c(cc1OC)-c1cc(OC)c(OC)cc1C(CN(C)C)C2 (centres undefined)	66.4[100 µM]	103.1[100 µM]	53.9[100 µM]	39.7[100 µM]
54	CC1[C@H]2[C@H](C[C@H]3[C@@H]4CC=C5c6sc(Nc7ncccn7)nc6CC[C@]5(C)[C@H]4CC[C@@]32C)O[C@]12CC[C@@H](C)CO2 (some centres undefined)	95.5	87.6	63.2	85.9
55	COc1ccc(-c2nc(-c3nc4cc(Cl)c(Cl)cc4[nH]3)c3ccccn23)cc1	66.6	77.3	45.6	-18.3*
56	Cc1cc2cc3n(c2nn1)N=C(Cl)CC3	52.8	64.8	76.9	101.5

No.	MDA-MB-435	K-562	MCF7	BT-549
49	93.7	.	79.6	86.8
50	107.4	100.3	82.5	97.8
51	26.0	10.4	14.1	47.3
52	-14.9*	13.6	15.7	56.3
53	63.8[100 µM]	77.6[100 µM]	62.0[100 µM]	45.8[100 µM]
54	76.2	59.7	31.9	93.4
55	65.2	59.8	69.6	71.9
56	87.6	81.0	81.6	95.0

# Additional structures
No.	canonical_smiles	MDA-MB-468	MOLT-4	SR	MDA-MB-231
57	O=C(Nc1cccc(-n2cc(-c3ccncc3)c(-c3cc(O)cc(Cl)c3)n2)c1)c1ccc(N2CCOCC2)c(C(F)(F)F)c1	26.0	-29.7*	-12.4*	-48.0*
58	COc1ccc(Br)c(C=O)c1	84.5	18.9	8.3*	.
59	O=CNNC(=O)c1cnccn1	107.8	86.7	84.9	108.1
60	O=C1Nc2ccccc2/C1=C/c1cn(Cc2c3ccccc3cc3ccccc23)c2ccccc12	117.4	123.1	.	93.1
61	C=CCNC(=S)Nc1cccc(Cl)c1	.	97.8	89.7	108.8
62	COc1ccc(-c2nc3ccc4[nH]ncc4c3c3c2CCCC3)cc1B(O)O	31.5	48.8	.	69.3
63	O=C(Cn1c(-c2ccc([N+](=O)[O-])cc2)nc2ccccc21)NNC(=O)c1cccnc1	-12.6*	79.3	75.9	92.4
64	CN(C(=O)c1cccc(C(F)(F)F)c1)c1sc2c(c1C#N)CCC(=O)C2	93.7	93.0	65.3	85.0

No.	MDA-MB-435	K-562	MCF7	BT-549
57	23.0	-15.5*	29.7	52.2
58	49.8	11.6	31.5	76.6
59	98.5	94.0	93.6	102.5
60	104.7	106.6	91.3	97.8
61	106.1	88.9	106.6	112.7
62	32.4	59.8	60.1	41.4
63	86.2	63.4	25.9	97.0
64	110.9	76.2	92.3	101.6

# The list continues.
No.	canonical_smiles	MDA-MB-468	MOLT-4	SR	MDA-MB-231
65	COc1cc(/C=C/c2cc(/C=C/c3ccc(O)c(OC)c3)n(C(=O)Cc3ccccc3)n2)ccc1O	-4.3*	1.1*	4.4*	15.2
66	Nc1ccc(S(=O)(=O)Nc2cc(I)cc(I)c2)cc1	.	-69.4*	15.8	102.0
67	O=C(CN1CCN(c2cc(=O)n(-c3ccccc3)c3ccccc23)CC1)Nc1nc(-c2ccc(Cl)cc2)cs1	9.6*	29.0	56.8	74.7
68	O=c1ccc2ccc(OCCN3CCCCC3)cc2o1	104.8	7.7*	-35.7*	95.7
69	C[C@H]1C(=O)N(Cc2cccnc2)[C@@H](C)C(=O)N1Cc1cccnc1	94.8	110.2	89.6	103.9
70	COC(=O)c1ccc2c(c1)nc(-c1ccc(Cl)cc1)n2-c1cc(C(C)(C)C)[nH]n1	37.4	41.8	.	92.0

No.	MDA-MB-435	K-562	MCF7	BT-549
65	-10.2*	1.7*	-0.8*	.
66	106.0	78.5	120.0	118.1
67	49.8	24.2	20.1	46.5
68	100.6	-17.2*	105.6	100.4
69	108.2	92.3	104.4	99.5
70	-12.3*	34.3	25.1	43.9
